# EPAC1 ag: agonists of human EPAC1 | 360,000 compounds, 0.073% hits | AID 720707 | O95398 | Potency, µM (doses to about 154 µM), without a hit: top-dose activation, usual class: activators | EPAC1 agonist qHTS, biochemical assay; response scale: 100% = response to 6.5 mM cAMP; further: potency means the concentration at half of the fitted maximal effect; nearly all actives have a fitted effect of over 60% in size
#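 Nucleotide exchange assay: 100 nM EPAC1 with 250 nM Rap1B loaded with BODIPY-GDP and 50 uM GDP, room temperature. Fluorescence (480/540 nm) read every 5 min for 30 min; signal change normalized to 6.5 mM cAMP as full agonist.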
# Abeta rescue: A-beta toxicity reversal in yeast; Potency, µM (series often up to 46.1 µM), for inactives: at the highest dose growth rescue, actives largely listed as activators; yeast expressing A-beta42, growth rescue, OD600, 48 h; response scale: 0% DMSO, 100% iron-clioquinol control; 410,000 compounds, 0.063% hits; AID 1347071; further: potency means the concentration at half of the fitted maximal effect; nearly all actives have a fitted effect of over 55% in size
#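 Growth rescue measured by 600 nm absorbance after 48 h yeast culture at 30 C with compound. Values normalized between DMSO and an equimolar ferric chloride plus clioquinol control.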
# FUS suppressor: rescues growth of FUS-expressing yeast; Potency, µM (series often up to 76.6 µM), for inactives: at the highest dose growth rescue (activation), usual class: activators; 390,000 compounds, 0.24% hits; S. cerevisiae FUS-expressing, growth rescue, OD600, 24 h;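 further: potency means the concentration at half of the fitted maximal effect; plate controls were DMSO vehicle for no effect and reference control for full effect; nearly all actives have a fitted effect of over 55% in size; some results filed as inactive show a strong effect at the top dose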
#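 FUS-expressing yeast, raffinose-pregrown, induced in 2% galactose minimal medium at OD 0.005; compounds in a dilution series, 24hr at 30C. Growth restoration read as absorbance at 600 nm. CP55940 positive control, DMSO negative.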
# PI5P4Ka inh: inhibitors of human PI5P4K alpha. P48426. PI5P4Kalpha enzyme, ADP-Glo luminescence, 60 min; stronger effect = lower value. max response, %. 330,000 compounds, 1.2% hits; active means max response of -50% or lower; inconclusive means between -30% and -50%; inactive means -30% or higher; further: value at the top dose of about 77 µM; on the % scale 0 is the no-effect control and ±100 the full control effect
# Target sequence (P48426 whole entry, looked up): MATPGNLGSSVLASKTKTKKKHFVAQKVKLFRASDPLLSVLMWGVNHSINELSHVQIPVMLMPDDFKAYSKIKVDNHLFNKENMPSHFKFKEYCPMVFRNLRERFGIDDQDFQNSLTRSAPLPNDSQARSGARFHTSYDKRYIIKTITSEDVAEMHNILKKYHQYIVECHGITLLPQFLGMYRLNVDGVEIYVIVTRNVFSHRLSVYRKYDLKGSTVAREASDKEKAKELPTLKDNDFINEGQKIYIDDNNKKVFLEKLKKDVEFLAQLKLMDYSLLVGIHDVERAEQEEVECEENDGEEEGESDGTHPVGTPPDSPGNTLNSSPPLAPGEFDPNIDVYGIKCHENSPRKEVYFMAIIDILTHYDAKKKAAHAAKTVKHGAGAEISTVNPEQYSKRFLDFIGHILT
#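 Single end-point luminescence (ADP-Glo) quantified ADP from PI5P4Kalpha turnover; ATP 5 microM final, 1 h at RT, 0.1% CHAPS and 0.28 mM EGTA in HEPES pH 7.4.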
# EPAC1 antag: blocks human EPAC1 exchange factor; 360,000 compounds, 0.14% hits; Potency, µM (doses to about 115 µM), for inactives: top-dose activity change, negative = inhibition, usual class: inhibitors; AID 720709; EPAC1 GEF assay, Rap1b-BODIPY-GDP exchange fluorescence;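 further: potency means the concentration at half of the fitted maximal effect; plate controls were vehicle for no effect and positive control for full effect; nearly all actives have a fitted effect of over 50% in size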
# IL2 activator: IL-2 activation; IL-2 activation reporter assay, cell-based qHTS; stimulated with anti-CD3/CD4/CD28 beads; in transgenic mouse T cells; activation, % (series mostly up to about 46 µM); 360,000 compounds, 0.065% hits; AID 652025; in the data active means activation above about 50%; inconclusive means mostly about 30% to 49%; further: 0% is about no effect
#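 Unstimulated transgenic mouse T cells preincubated 60 min with compound, then stimulated with anti-CD3/anti-CD4-coated beads plus anti-CD28 for 18 h at 37 degrees C. IL-2 response read as EGFP and DsRed fluorescence by plate cytometry.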
# PLK1 PBD block: blocks phosphopeptide binding to human PLK1 polo-box domain; P53350; Plk1 PBD binding of FITC phosphopeptide, fluorescence polarization; Potency, µM, without a hit: max response, negative = inhibition, usual class: inhibitors; 360,000 compounds, 2.8% hits; further: potency means the concentration at half of the fitted maximal effect; series mostly up to about 57 µM; on the % scale 0 is the no-effect control and ±100 the full control effect; nearly all actives have a fitted effect of over 65% in size
# Target sequence (P53350 whole entry, looked up, the tested form may be a part): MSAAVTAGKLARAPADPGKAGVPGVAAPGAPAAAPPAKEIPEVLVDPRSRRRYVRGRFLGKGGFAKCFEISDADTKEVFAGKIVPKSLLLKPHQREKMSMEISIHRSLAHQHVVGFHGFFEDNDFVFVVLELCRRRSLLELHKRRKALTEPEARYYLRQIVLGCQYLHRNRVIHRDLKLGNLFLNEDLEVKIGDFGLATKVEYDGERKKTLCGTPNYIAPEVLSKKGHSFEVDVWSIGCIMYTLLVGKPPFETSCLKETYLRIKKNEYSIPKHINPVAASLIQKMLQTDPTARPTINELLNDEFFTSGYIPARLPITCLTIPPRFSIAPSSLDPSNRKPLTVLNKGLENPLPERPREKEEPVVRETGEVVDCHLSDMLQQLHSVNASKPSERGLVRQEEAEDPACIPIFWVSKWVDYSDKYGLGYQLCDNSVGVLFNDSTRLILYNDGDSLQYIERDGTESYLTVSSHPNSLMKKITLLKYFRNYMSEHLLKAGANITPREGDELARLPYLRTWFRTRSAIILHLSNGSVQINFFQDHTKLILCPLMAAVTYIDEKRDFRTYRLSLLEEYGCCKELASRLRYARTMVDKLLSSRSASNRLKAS
# WRN helicase inh: blocks human WRN helicase | Q14191 | WRN helicase unwinding, fluorescent forked duplex, kinetic | Potency, µM (doses to about 114 µM), inactives show top-dose activity change, negative = inhibition, actives largely listed as inhibitors | 360,000 compounds, 0.46% hits | AID 651768; further: potency means the concentration at half of the fitted maximal effect; on the % scale 0 is the no-effect control and ±100 the full control effect; nearly all actives have a fitted effect of over 55% in size
#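 Fluorescence dequenching readout, ex 525 nm/em 598 nm, kinetic mode: forked duplex DNA (100 nM final) with adjacent fluorophore and quencher unwound by WRN (20 nM final) with 2 mM ATP. Compound preincubation 15 min, room temperature.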
# Numbers without * were called inactive; ? = inconclusive; / = not tested or not shown; [ ] = remark or other dose. Unless noted, the call rests on the fitted dose curve; in most records, active means well fitted curve in the direction sought with a large enough effect; inconclusive means small, poorly fitted or top-dose-only effect, or another doubt; inactive means no such curve, though single readings can be large; an effect the other way counts as inactive or inconclusive.
SMILES,EPAC1 ag,Abeta rescue,FUS suppressor,PI5P4Ka inh,EPAC1 antag,IL2 activator,PLK1 PBD block,WRN helicase inh
CNC(=O)c1ccsc1NC(=O)CCS(=O)(=O)c1ccc(Cl)cc1,5.7%,-8.8%,12.9%,0.0,-5.6%,-0.2,-2.9%,-1.0%
Nc1ccccc1SCC(O)Cn1ccc2ccccc21 (stereo unspecified),-1.5%,19.4%,14.1%,6.2,-10.1%,2.1,22.8%,-6.0%
COc1ccc(/C=N/NC(=O)CCN2CCCCC2c2cccnc2)cc1Cn1cc([N+](=O)[O-])cn1 (stereo unspecified),8.8%,-12.5%,-12.0%,3.0,-5.4%,-3.6,-14.3%,8.3%
CCCN1CCC(NC(=O)Nc2ccc(F)cc2F)CC1,4.1%,-16.6%,15.5%,8.6,10.0%,-0.9,-1.9%,-13.5%
CCN(CC)S(=O)(=O)c1ccc(N(C)C)c(NC(=O)C2CCCC2)c1,-9.2%,-12.8%,19.5%,7.1,-11.0%,-1.6,-10.4%,-2.5%
COC(=O)/C=C/c1c(C)[nH]c(=O)[nH]c1=O,10.7%,0.6%,-12.6%,4.5,12.8%,-0.1,-3.5%,1.5%
N#Cc1nc(COc2ccccc2)oc1N1CCCC1,11.7%,12.8%,13.3%,0.9,-6.1%,0.3,-8.2%,-7.0%
CCOCCCNC(=O)CCNC(=O)c1cc(OC)c(OC)c(OC)c1,-0.2%,0.4%,-3.2%,/,9.4%,1.8,1.4%,4.9%
NC(=O)C1(C(N)=O)OC1c1ccc(Cl)c(Cl)c1 (stereo unspecified),12.8%,-4.9%,-23.6%,8.0,-8.0%,1.9,-2.8%,-6.7%
O=C(CC1C(=O)NCCN1Cc1ccccc1)NCCCOc1cccnc1 (stereo unspecified),7.8%,-7.1%,24.0%,5.8,4.5%,1.8,-6.5%,-8.2%
CCC(=O)N(CCc1ccccc1)Cc1cc2cc(C)ccc2[nH]c1=O,12.7%,13.2%,-13.6%,5.9,3.8%,-0.1,2.7%,-1.9%
Nc1c(C(=O)NCCN2CCOCC2)c2nc3ccccc3nc2n1-c1cccc(F)c1,-1.8%,3.0%,9.8%,4.5,-15.1%,-0.4,-8.8%,2.3%
COc1cc(C(=O)NCC(=O)OCC(=O)c2cccc3ccccc23)cc(OC)c1OC,-4.7%,17.6%,12.6µM*,-8.4,-4.1%,-1.2,-16.3%,-0.7%
CC1(C)CC(=O)C=C(NCC(=O)O)C1,11.9%,-4.2%,1.5%,/,-2.5%,3.5,-6.3%,114.5%[activator]
Cc1ccc(NC(=O)CSc2ncccc2C(=O)Oc2cccc([N+](=O)[O-])c2)cc1Cl,-5.6%,0.9%,/,10.5,0.6%,-2.0,-1.9%,-1.4%
COc1ccc(-c2[nH]nc3c2C(c2ccoc2)C(C#N)=C(N)O3)cc1 (stereo unspecified),2.7%,21.1%,5.7%,-29.2,-9.7%,-0.2,?,-6.3%
O=C(Nc1ccc(Br)cc1)C1C2C=CC3(O2)C1C(=O)N(CCN1CCCCC1)C3C(=O)NC1CCCCC1 (stereo unspecified),8.4%,5.2%,8.9%,6.5,11.5%,-0.1,-9.2%,5.8%
O=[n+]1c2c(n([O-])c3c1CCC3)CCCC2,8.5%,18.7%,-21.9%,-6.8,1.2%,-1.7,?,0.4%
O=C(NC(=S)Nc1cc([N+](=O)[O-])ccc1O)c1ccc2c(c1)OCO2,-7.5%,2.1%,12.5%,-24.6,-15.9%,-1.0,-20.9%,-17.4%
CC(C)c1ccc(C2c3[nH]c4ccccc4c3C[C@H]3C(=O)N(c4ccccc4C(=O)N4CCC[C@H]4C(=O)O)C(=O)N23)cc1 (stereo partly specified),-14.0%,8.1%,?,-1.7,-8.3%,-0.6,-25.1%,2.2%
COc1ccc(/C=C/C(=O)Nc2cc(=O)n(C)c(=O)n2C)cc1,-4.2%,11.9%,-6.4%,4.7,-8.8%,-2.6,-6.6%,-2.3%
CCOc1ccc(OCC)c(NC(=O)CN2CCN(C(=O)c3ccco3)CC2)c1,-0.3%,-10.7%,15.1%,-10.1,2.1%,-0.2,21.2µM*,-0.5%
CC(C)(C)NC(=O)c1c(F)c(F)c(F)c(F)c1F,-5.5%,-4.0%,/,8.0,0.8%,-5.3,6.3%,3.9%
COc1ccc(N2C(=O)CN=C2Nc2nc(C)cc(C)n2)cc1OC,2.6%,5.9%,-11.5%,/,8.2%,-1.3,-9.3%,2.1%
Cc1ccc(CNC(=O)c2ccc3c(=O)n(CC4CCCO4)c(=S)[nH]c3c2)cc1 (stereo unspecified),3.8%,10.2%,11.1%,/,-0.8%,1.5,-5.7%,-5.1%
COc1ccc2c(n1)Sc1nc3ccccc3nc1N2,5.2%,-79.7%[inhibitor],2.4%,-22.9,13.8%,259.7*,-16.4%,-3.6%
Cn1nccc1C(=O)Nc1ccccc1C(=O)O,4.5%,-13.6%,-20.7%,?,8.5%,-0.4,-1.5%,-23.2%
O=C(O)CCN=C1CCCc2ccccc2N1,0.0%,-28.5%,18.5%,/,-0.5%,-0.6,2.8%,2.2%
CCC1S/C(=N/N=C/c2ccco2)N(Cc2ccccc2C)C1=O (stereo unspecified),28.1%,-20.7%,10.2%,-2.6,-1.0%,0.6,-5.1%,-4.0%
Cc1ccc(NC(=S)NN2CCN(C)CC2)cc1,10.4%,-14.7%,/,-8.7,11.3%,0.2,-14.9%,7.2%
COc1ccc(OCC(=O)NCc2n[nH]c(=O)c3ccccc23)cc1,1.3%,-4.5%,5.7%,-7.8,2.5%,-0.2,6.1%,1.9%
O=c1c2c(nc3c(-c4cccc(Br)c4)c[nH]n13)CCCC2,8.1%,3.9%,9.8%,-0.9,-10.9%,1.3,?,-11.0%
CCOc1ccc(-c2nnc(SCC(=O)NC(C)(C)C)nc2-c2ccc(OCC)c(OC)c2)cc1OC,-3.0%,-0.6%,45.5%,8.3,-28.7%,-1.8,-15.6%,2.3%
O=C(CON=C1c2ccccc2-c2ccccc21)NC12CC3CC(CC(C3)C1)C2,4.5%,-25.3%,33.4%,51.0,6.8%,-3.3,-8.0%,-9.2%
O=C(O)CCC(=NNC(=O)c1cccc(S(=O)(=O)N2CCCCC2)c1)c1ccccc1,-0.7%,10.3%,30.4%,-12.0,12.9%,1.2,-1.8%,-0.8%
COc1cccc(CNC(=O)c2cccc(Br)c2)c1,-6.0%,26.5%,-14.6%,-7.0,-5.8%,-0.2,-9.9%,3.1%
O=C(c1ccco1)N1CCC(c2nc3c(nnn3Cc3c(Cl)cccc3Cl)c(=O)[nH]2)CC1,4.5%,1.4%,21.7%,-2.5,6.3%,0.1,-6.0%,9.3%
CCN(C(=O)CCCCC(=O)N(CC)c1ccccc1)c1ccccc1,6.7%,3.3%,7.0%,-3.3,5.5%,1.0,-16.2%,3.1%
O=S(=O)(Nc1ncnc2sc3c(c12)CCC3)c1cc(F)ccc1F,-3.9%,7.5%,-25.0%,0.8,-8.6%,0.1,-1.5%,4.0%
CCCn1cnc2scc(-c3ccc(C)c(C)c3)c2c1=O,2.5%,?,6.5%,-2.5,-11.2%,-1.3,6.9%,-0.7%
Cc1ccc(Oc2cnc3ccccc3n2)cc1,4.1%,-4.3%,-3.2%,/,-5.3%,0.0,-6.2%,-0.5%
COc1cc(-c2nn3c(C4CCCCC4)nnc3s2)cc(OC)c1OC,-6.9%,-7.4%,70.3%,-0.7,-11.8%,0.9,?,-5.1%
CCCCN(C(=O)c1cc2c(s1)CCCCC2)c1c(N)n(CCC)c(=O)[nH]c1=O,13.5%,-1.0%,-1.9%,-1.2,-7.2%,-0.8,-0.3%,-1.4%
NC(=O)C1(N2CCCCC2)CCN(C(=S)Nc2ccc(F)c(Cl)c2)CC1,12.6%,9.8%,-33.2%,5.8,0.9%,0.2,-2.0%,0.3%
CCOc1ccc(NC(=O)CCC(=O)N/N=C/c2ccc([N+](=O)[O-])s2)cc1,-5.0%,-66.8%[inhibitor],/,-1.1,-5.3%,-3.7,-4.2%,-13.6%
Cc1ccc(S(=O)(=O)N(C)CC(=O)N2CC(C)OC(C)C2)cc1 (stereo unspecified),-7.8%,7.2%,32.7%,-1.0,-20.7%,0.4,2.9%,-0.6%
O=C(O)c1ccccc1-c1ccccc1C(=O)NCc1ccco1,14.4%,0.5%,11.7%,/,-2.6%,-2.1,-9.8%,-4.7%
C[C@H](NC(=O)c1nc[nH]c1C(=O)N1CCN(c2ccccc2)CC1)c1ccccc1,2.2%,-14.3%,17.5%,1.1,-0.5%,0.1,2.5%,-9.1%
CCN(CC)CCCN(C(=O)c1ccccc1F)c1nc(-c2ccc(OC)cc2)cs1,-8.5%,6.8%,2.9%,-0.3,-19.1%,-4.4,-8.6%,9.7%
Cc1cc(NC(=O)CSc2nc(CC(C)(C)C)nc3c2c(=O)n(C)c(=O)n3C)no1,-3.7%,6.1%,-13.3%,9.8,4.2%,-1.6,8.2%,11.1%
Cc1ccc(OCC(=O)NCc2ccccn2)cc1,-7.6%,-4.3%,-9.5%,-0.1,14.1%,0.1,-3.5%,10.4%
Cc1ccc(-c2nc(SCC(=O)NCC3CCCO3)c(-c3ccccc3)[nH]2)cc1 (stereo unspecified),-9.8%,-16.9%,-12.9%,0.5,0.3%,-3.1,-4.4%,-10.3%
CC(C(=O)Nc1ccccc1F)N1CCN(S(=O)(=O)c2ccc(C(F)(F)F)cc2)CC1 (stereo unspecified),-9.9%,17.9%,9.5%,1.7,?,-1.6,-0.4%,-0.7%
Cn1c(=O)c2c(-c3ccccc3)n(-c3ccccc3Br)cc2n(C)c1=O,-1.1%,-17.4%,-9.9%,3.8,3.7%,-0.4,-17.5%,-2.5%
CCOC(=O)c1ccc(NC(=O)CN(c2ccc(C)cc2)S(=O)(=O)c2c(C)n[nH]c2C)cc1,4.9%,-1.5%,22.6%,13.2,-18.9%,1.2,0.6%,-11.3%[57.1 µM]
C/C=C/c1ccc(OCCOc2ccc(C=O)cc2OC)c(OC)c1,-7.8%,-14.9%,8.3%,-2.0,1.7%,1.3,4.0%,0.7%

# Rows were taken by chance; 4.1% or so of the library scored in one or more.
